# Source: PubChem BioAssay (National Center for Advancing Translational Sciences (NCATS))
# D2 antag – antagonizes the human D2 dopamine receptor. HEK293 TREx D2 cells, calcium flux, dopamine EC80. inhibition, % at 10 µM. P14416. AID 485344. 340,000 tested, 2% active; in the data active = inhibition above about 30%; note: 0% is about no effect
#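 Cells plated overnight at 30 C with tetracycline; no-wash calcium dye, 30–90 min RT; 10 s baseline; compound pinned; 180 s read; EC80 dopamine added; another 180 s read.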
# D1 PAM – human D1 dopamine receptor positive modulation | HEK293 TREx D1 cells, calcium flux, dopamine EC20 potentiation | potentiation, % at 10 µM | AID 504651 | 360,000 tested, 0.036% active | P21728; in the data active = potentiation above about 30%; note: 0% is about no effect
# Target sequence (P21728 whole entry, looked up): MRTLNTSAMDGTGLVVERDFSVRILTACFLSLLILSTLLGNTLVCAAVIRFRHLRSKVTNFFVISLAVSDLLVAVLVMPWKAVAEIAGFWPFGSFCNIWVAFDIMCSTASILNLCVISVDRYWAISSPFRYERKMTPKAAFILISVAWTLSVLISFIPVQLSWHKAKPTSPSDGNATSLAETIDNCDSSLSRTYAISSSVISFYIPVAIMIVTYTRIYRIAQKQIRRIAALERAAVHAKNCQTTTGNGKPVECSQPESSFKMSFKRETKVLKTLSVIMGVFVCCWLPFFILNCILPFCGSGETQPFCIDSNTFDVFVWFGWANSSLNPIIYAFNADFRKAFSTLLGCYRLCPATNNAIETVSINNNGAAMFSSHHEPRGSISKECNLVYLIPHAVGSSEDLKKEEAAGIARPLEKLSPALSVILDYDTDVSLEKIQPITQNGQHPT
# RXFP1 antag – RXFP1 (human) relaxin receptor antagonism | Q9HBX9 | HEK293-RXFP1, relaxin-stimulated cAMP HTRF, 30 min; active compounds read low | activity change, negative = inhibition, % at 57.5 µM | 350,000 tested, 0.59% active | AID 1259400;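 active = activity change of -60% or lower, but not beyond a set lower limit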; note: % is set by controls: 0 for no effect and ±100 for the full control effect
# D2 agonist – activates the human D2 dopamine receptor | P14416 | HEK293 T-REx D2 cells, calcium flux agonist mode | activation, % at 2 µM | 340,000 tested, 0.53% active;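 active = activation over 3 SD above normal in the single-dose calcium agonist read, cut at about 30% in these data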; note: 0% is about no effect
#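 Calcium-flux readout, 1 cycle/sec over 180 s following compound pin transfer, in inducible HEK293 Trex D2 cells (force-coupled); dopamine controls included. Positive calcium responses during this window marked compounds as potential agonists.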
# D1 ag – human D1 receptor agonism | P21728 | HEK293 T-REx D1 cells, calcium flux, agonist mode | activation, % at 2 µM | 360,000 tested, 1% active | AID 504660; in the data active = activation above about 30%; note: 0% is about no effect
#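 Tetracycline-induced HEK293 TREx D1 cells, force-coupled to calcium signalling, were dye-loaded with a no-wash calcium kit. Compound was pin-added after a 10 s baseline. Fluorescence was read kinetically at 1 cycle/s for 180 s, with calcium rises flagged as agonism.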
# D1 antag – blocks dopamine activation of the human D1 receptor; P21728; HEK293 TREx D1 cells, calcium flux, dopamine EC80; active compounds read low; activity change, negative = inhibition, % at 10 µM; 360,000 tested, 3.2% active; AID 504652; in the data active = activity change below about -30%; note: % is set by controls: 0 for no effect and ±100 for the full control effect
#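 Calcium flux readout: force-coupled, inducible Hek293 Trex D1 line, cells induced overnight at 30 C with tetracycline, dye-loaded 30–90 min at RT. Antagonism scored against EC80 dopamine challenge given 180 s after compound.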
# RXFP1 ag – activates the human relaxin receptor RXFP1. Q9HBX9. HEK293T-RXFP1 cAMP TR-FRET, 30 min; response scale: percent of porcine relaxin response, buffer zero. Potency, µM (highest dose often 57.5 µM), inactives show top-dose activation, usual class: activators. 370,000 tested, 0.3% active; active = well fitted activation curve with a large enough effect; note: potency is the fitted concentration of half-maximal effect; % is set by controls: 0 for no effect and ±100 for the full control effect; nearly all actives have a fitted effect of over 60% in size; many of its hits are not listed in these tables
#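 Agonist response is measured as cAMP accumulation in an RXFP1-transfected HEK293T line under PDE4 inhibition. Values are scaled between buffer-only and 29 nM porcine relaxin, and EC50s come from standard Hill equation fits.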
# D2 potentiator – D2 dopamine receptor (human) potentiation | P14416 | HEK293 T-REx D2, calcium flux, EC20 dopamine potentiation | potentiation, % at 10 µM | 340,000 tested, 0.34% active | AID 485347;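 active = potentiation over 3 SD above the plate norm, cut at about 30% in these data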; note: 0% is about no effect
#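 Tetracycline-induced HEK293 T-REx cells force-coupled to calcium signalling expressed D2; compounds were pin-added after a 10 s baseline, read kinetically 180 s, then an EC20 dopamine challenge followed with a further 180 s calcium read.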
# TRHR PAM – allosteric enhancers of human TRH receptor; P34981; TRHR cells, fluo-8 calcium fluorescence, EC20 TRH enhancement; enhancement, % at 2 µM; 360,000 tested, 0.66% active; AID 493056; in the data active = enhancement above about 30%; note: 0% is about no effect
# Target sequence (P34981 whole entry, looked up): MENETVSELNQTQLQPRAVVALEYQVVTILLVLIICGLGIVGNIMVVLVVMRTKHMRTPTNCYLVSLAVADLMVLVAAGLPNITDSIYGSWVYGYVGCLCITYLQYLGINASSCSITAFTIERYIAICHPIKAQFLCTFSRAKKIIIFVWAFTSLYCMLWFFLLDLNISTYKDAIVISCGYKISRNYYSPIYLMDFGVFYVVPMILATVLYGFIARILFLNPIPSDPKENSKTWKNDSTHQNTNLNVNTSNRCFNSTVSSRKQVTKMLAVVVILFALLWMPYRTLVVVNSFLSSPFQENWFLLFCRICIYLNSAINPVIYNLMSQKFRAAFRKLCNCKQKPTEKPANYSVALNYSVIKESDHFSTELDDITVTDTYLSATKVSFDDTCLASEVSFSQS
#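 Enhancer read-out: after compound pinning and an initial kinetic agonist-mode read, an EC20 of TRH (10 nM final) was injected and fluo-8 calcium signal (Ex 480/Em 530) followed at 1 s/cycle for 100 cycles in TRHR-expressing cells.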
# Numbers without * were called inactive; · = not tested or not shown; & = joins results of further samples. Only part of the results is shown (hit frequency here may not be typical).
1. Cc1cccc2sc(NNC(=O)C3=COCCO3)nc12
2. CCOc1ccc(CNC(=O)CCn2c(=O)c3cccn3c3cccnc32)cc1
3. COc1ccc(Cl)cc1S(=O)(=O)n1cnc2ccccc21
4. Cc1cc(Cl)ccc1NC(=O)Cn1nnc2sc(-c3ccccc3)cc2c1=O
5. Cn1c(=O)c2c(nc(CN3CCN(C(=O)c4ccco4)CC3)n2CCc2ccccc2)n(C)c1=O
6. O=C(NCc1ccc2c(c1)CCN2C(=O)c1ccncc1)c1cccc(F)c1

assay / compound,1,2,3,4,5,6
RXFP1 ag,-1.7%,2.9%,1.5%,-2.4%,8.1%,-1.0%
D1 ag,1,0,1,1,0,9
D1 PAM,5,0,-1,-3,2,-3
D2 antag,-12,·,79*,·,-2,·
RXFP1 antag,-61*,8,6,-4,7,-1
D2 potentiator,0,-6,12,5,15,7
D1 antag,-20,-2,-5,5,-74*,-2
D2 agonist,0.7,-0.6,-0.5,-0.4,1.8,0.1
TRHR PAM,-2,14,0,2,-1,1

7. O=C(O)c1ccc(CNCc2ccccc2Cl)cc1
8. COc1ccc(-c2nc3ccc(C)cn3c2NCc2ccccc2)cc1SC1CCCCC1
9. Cc1cccc(C)c1NC(=O)CNC(=O)c1cccnc1
10. CCn1c(=O)c2sccc2n(CC(=O)NC2CCCCC2)c1=O
11. Cc1ccc(/C=N/NC(=O)NC23CC4CC(CC(C4)C2)C3)o1
12. Cc1c(NC(=O)c2nn3c(C(F)(F)F)cc(-c4ccccc4)nc3c2Cl)c(=O)n(-c2ccccc2)n1C

assay / compound,7,8,9,10,11,12
RXFP1 ag,-1.1%,16%,1.3%,-0.4%,-2.5%,-0.2%
D1 ag,2,2,3,1,1,3
D1 PAM,-8,2,-9,-1,1,-3
D2 antag,·,18,-2,-12,-12,-6
RXFP1 antag,-4,·,-2,-1,-18,-18
D2 potentiator,·,14,4,0,-8,-6
D1 antag,-14,1,-6,2,8,-9
D2 agonist,·,-0.4,0.1,-1.2,-1.8,0.5
TRHR PAM,-6,24,-4,21,5,0

13. Cc1coc2c1c(C)cc1oc(=O)c(CC(=O)NCCc3ccc(Cl)cc3)c(C)c12
14. COc1cccc(OCCOCCOc2ccc(C)cc2[N+](=O)[O-])c1
15. O=C(c1cc(-c2ccccc2O)on1)N1CCCCCC1
16. O=C(CSc1nc2ccccc2c(=O)n1C1CC1)NCc1ccccc1
17. Cc1ccc(C(=O)n2nc(-c3ccccc3)nc2NCc2ccco2)cc1
18. C=C(C)Cn1c(N)cc(=O)nc1SCC(=O)Nc1cccc(C(F)(F)F)c1

assay / compound,13,14,15,16,17,18
RXFP1 ag,-1.2%,0.3%,3.6%,-2.4%,1.4%,0.4%
D1 ag,1,10,2,1,8,0
D1 PAM,4,0,-7,-3,10,1
D2 antag,·,-3,-11,-2,·,-4
RXFP1 antag,5,22,-35,5,-2,-7
D2 potentiator,2,16,-6,-6,·,-3
D1 antag,8,-15,7,-3,-3,0
D2 agonist,0.2,0.5,-0.3,-0.9,·,-0.7
TRHR PAM,5,2,4,-9,7,0

19. Cc1ccc(N2C(=O)[C@@H]3C(c4ccc(F)cc4)=NO[C@@H]3C2=O)cc1
20. Cc1ccc(-c2ocnc2C(=O)N2CCOCC2)cc1
21. CC1(C)CC(=O)C=C(NNC(=O)c2ccc(N)cc2)C1
22. CCN(CCn1cccn1)C(=O)CCc1nnc(Cc2c[nH]c3ccccc23)o1
23. Cc1ccc2[nH]cc(S(=O)(=O)c3ccc(C)c(C)c3)c(=O)c2c1
24. Cc1oc(-c2ccccc2F)nc1CSCC(=O)NCc1ccccc1

assay / compound,19,20,21,22,23,24
RXFP1 ag,2.1%,0.0%,-0.5%,0.2%,15%&26%,0.1%
D1 ag,10,-1,3,1,2&-2,2
D1 PAM,-3,0,-6,-2,-6&0,2
D2 antag,4,-3,12,15,-6,·
RXFP1 antag,-11,9,-12,13,0,-17
D2 potentiator,-3,-8,1,1,-4&3,15
D1 antag,-12,2,-2,-4,3&10,-26
D2 agonist,1.3,0.9,-0.1,0.8,1.1&0.1,-0.2
TRHR PAM,2,-17,3,-2,0&0,3

25. CC(C)CCN1C(=O)CC(NNC(=O)c2ccc(S(=O)(=O)N3CCCC3)cc2)C1=O (stereo not given)
26. CCOc1cc(CNC(=O)c2cc(-c3ccccc3)n[nH]2)cc(OCC)c1OCC
27. COc1ccc(S(=O)(=O)N2CCC(C(=O)NC3CCCCC3)CC2)cc1OC
28. CCCN(C(=O)c1cc(Cl)nc2ccccc12)c1c(N)n(Cc2ccccc2)c(=O)[nH]c1=O
29. Cc1cc(C)c(NC(=O)CS(=O)CC(=O)Nc2cccnc2)c(C)c1 (stereo not given)
30. CC1CN(S(=O)(=O)c2cccs2)CC(C)O1 (stereo not given)

assay / compound,25,26,27,28,29,30
RXFP1 ag,0.9%,0.2%,0.9%,2.0%,1.3%,3.6%
D1 ag,-1,1,1,2,1,8
D1 PAM,3,-2,2,-6,-4,-1
D2 antag,-4,·,-19,-4,4,·
RXFP1 antag,-1,-21,-16,-2,-1,30
D2 potentiator,6,-2,0,6,1,-6
D1 antag,5,-9,13,-23,-16,4
D2 agonist,0.2,-1.5,-0.2,0.1,-1.4,·
TRHR PAM,6,-2,0,1,4,8

# Complete entries, looked up by structure.
# `Cc1ccc(C(=O)n2nc(-c3ccccc3)nc2NCc2ccco2)cc1` across the screens: RXFP1 ag = 1.4%; D1 ag = 8; D1 PAM = 10; D2 antag = ·; RXFP1 antag = -2; D2 potentiator = ·; D1 antag = -3; D2 agonist = ·; TRHR PAM = 7
# `Cc1cccc(C)c1NC(=O)CNC(=O)c1cccnc1` across the screens: RXFP1 ag = 1.3%; D1 ag = 3; D1 PAM = -9; D2 antag = -2; RXFP1 antag = -2; D2 potentiator = 4; D1 antag = -6; D2 agonist = 0.1; TRHR PAM = -4
# `Cc1ccc(-c2ocnc2C(=O)N2CCOCC2)cc1` across the screens: RXFP1 ag = 0.0%; D1 ag = -1; D1 PAM = 0; D2 antag = -3; RXFP1 antag = 9; D2 potentiator = -8; D1 antag = 2; D2 agonist = 0.9; TRHR PAM = -17

# New compounds follow:
31. CCCN1C(=O)c2cc(C(=O)Nc3ccccc3C)ccc2C1Nc1ccccc1C (stereo not given)
32. Cc1ccc(CNC(=O)CSc2ncc(C(=O)Nc3ccccc3)c(=O)n2C)cc1
33. CCC1C(=O)N=C(SCC(=O)Nc2ccc(C)cc2)N(c2ccccc2)C1=O (stereo not given)
34. CN(C)c1ccc(NC(=O)COC(=O)CNC(=O)c2cccs2)cc1
35. Cc1nn(Cc2ccc(Cl)cc2Cl)c(C)c1NC(=O)CCl
36. Cc1ccccc1N=C(NOCc1ccccc1)c1nonc1N

assay / compound,31,32,33,34,35,36
RXFP1 ag,-0.2%,0.1%,-1.7%,-4.5%,-1.1%,0.7%
D1 ag,1,2,2,0,5,-1
D1 PAM,0,-2,·,-1,-9,-1
D2 antag,·,-9,2,2,18,-6
RXFP1 antag,-16,-8,20,-4,-2,-10
D2 potentiator,9,-6,9,4,-6,8
D1 antag,2,-10,2,-16,-14,15
D2 agonist,·,0.1,1.1,0.2,0.0,-2.0
TRHR PAM,-4,3,4,11,0,-5

37. COc1ccc(CCNC(=O)c2c(O)c3cccc4c3n(c2=O)CC4)cc1
38. NC1=NC2(CCCC2)N=C(Nc2ccccc2)N1
39. CCN(CC)CCCNC(=O)c1ccc2nc(CCc3ccccc3)oc2c1
40. Cc1ccc(NC(=O)CN2CCc3ccccc3C2)cc1C
41. C=Cc1ccc(CN2C(=O)N(c3cccc(Cl)c3)S(=O)(=O)c3ccccc32)cc1
42. CCOC(=O)CSc1cc(=O)n(CC)c2ccccc12

assay / compound,37,38,39,40,41,42
RXFP1 ag,-0.5%,-1.0%,3.9%,0.0%,0.9%,18%
D1 ag,-2,2,18,2,3,0
D1 PAM,-6,-2,-2,-4,-4,1
D2 antag,1,-13,·,-20,·,-14
RXFP1 antag,-4,15,-7,-5,-15,5
D2 potentiator,13,1,8,-16,-11,-5
D1 antag,-24,7,-18,-59*,-92*,-11
D2 agonist,-0.2,-0.5,0.7,-0.8,0.7,3.0
TRHR PAM,4,9,-1,1,0,1

43. O=C(Nc1nnc(-c2ccc(Cl)cc2)o1)Nc1ccccc1Cl
44. COc1ccc(Cl)cc1C(=O)CSc1nnnn1C1CCCC1
45. COc1ccc(N2CC(C)Cn3c2nc2c3c(=O)n(Cc3ccc(C)cc3)c(=O)n2C)c(OC)c1 (stereo not given)
46. CCc1ccc(NC(=S)N(CCN(C)C)C(C)c2ccncc2)cc1 (stereo not given)
47. COc1ccccc1NC(=O)C(C)OC(=O)C1COc2ccccc2O1 (stereo not given)
48. O=C(O)CSc1nc2sc3c(c2c(=O)n1-c1ccccc1)CCC3

assay / compound,43,44,45,46,47,48
RXFP1 ag,-0.3%,1.2%,0.4%,0.3%,-2.7%,10%
D1 ag,1,1,1,4,2,0
D1 PAM,0,-5,0,-8,8,-2
D2 antag,·,-1,7,-2,-6,-9
RXFP1 antag,8,-10,-17,0,-4,-4
D2 potentiator,·,-2,1,0,-2,-2
D1 antag,-4,-9,-4,22,13,1
D2 agonist,·,1.2,-0.7,-0.3,-0.1,0.3
TRHR PAM,6,-3,-3,-10,4,-10

49. O=C(Cn1cc(Cl)ccc1=O)c1ccc(Cl)cc1
50. Cc1cc2c(cc1C)NC1=C(N2)OC(c2cccc(O)c2)C1=O (stereo not given)
51. CC#CCN(CC#CC)S(=O)(=O)c1ccc(S(=O)(=O)N2CCOCC2)cc1
52. O=C(Cn1[nH]c(=O)c2ccccc2c1=O)NC1CCCCCC1
53. CCSCCOC(=O)C1=C(C)NC(=O)NC1c1ccc2c(c1)OCO2 (stereo not given)
54. Cc1noc(NS(=O)(=O)c2ccc(NC(=O)c3oc4ccc(Cl)cc4c3C)cc2)c1C
55. O=C(O)c1cn(Cc2ccccc2Cl)c2ccc(S(=O)(=O)N3CCOCC3)cc2c1=O
56. Cc1ccc(C)c(N2CN(Cc3cccnc3)CNC2=S)c1
57. Cc1cc(C)n(-c2nc(SCC(=O)NCC3CCCO3)c3c4c(sc3n2)CCCC4)n1 (stereo not given)

assay / compound,49,50,51,52,53,54,55,56,57
RXFP1 ag,-0.2%,-3.9%,-0.9%,4.9%,2.6%,-0.2%,2.6%,0.2%,2.6%
D1 ag,1,4,5,0,2,2,1,4,1
D1 PAM,9,-7,4,0,-4,-8,-4,-2,-2
D2 antag,3,-1,-2,-4,5,3,-2,3,-12
RXFP1 antag,0,8,8,-5,·,-5,2,0,·
D2 potentiator,-1,-5,-6,-4,8,0,-5,-3,5
D1 antag,-13,15,-18,-1,-9,10,7,-6,-6
D2 agonist,0.9,-0.5,-0.8,-0.6,-0.3,-1.5,2.9,-0.6,0.9
TRHR PAM,-35,2,1,-3,37*,7,0,6,-2
